Fh CTSL1 inh – counter-screen for PFM18AAP inhibitors: inhibitors of F. hepatica cathepsin L1 | recombinant F. hepatica cathepsin L1, Z-Leu-Arg-MCA fluorescence | inhibition, % at 5.96 µM | 0.49% of 300,000 active | AID 1906;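 active = inhibition above the mean of all tested compounds plus 3 SD, set per screening campaign, cut at about 17% in these data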;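 note: 0% = plate median of test compound wells and 100% = 1 µM Z-Phe-Ala-diazomethylketone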
VLA-4 inh – inhibition in a human VLA-4 binding assay; VLA-4 expressing cells, ligand binding flow cytometry; inhibition, % (about 7 µM as worked out from the volumes in the protocol); 0.2% of 330,000 active; AID 2557; in the data active = inhibition above about 50%
proCasp7 act – counter-screen: procaspase-7 (human) activation; P55210; recombinant procaspase-7, Ac-DEVD-pNA absorbance 405 nm; D23A/D198A/D206A triple mutant, cannot self-cleave; scale: DMSO 0, 5 µM enzyme 100; activation, % at 8.5 µM; 0.093% of 330,000 active;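 active = percent activation above the screen-wide mean plus 3 SD, cut at about 25% in these data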
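System: Procaspase-7 triple mutant (PC-7 D3A); measure: % activation from two-timepoint absorbance difference, scaled to controls; times: 1 h compound preincubation, 2 h substrate cleavage, 25 °C; also added: Ac-DEVD-pNA substrate, 400 µM as added; measured by: Epi-absorbance of released pNA at 405 nm, two timepoints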
GRK2 inh – blocks RNA aptamer binding to human GRK2; bead flow cytometry, FAM-aptamer displacement from GRK2; 0.59% of 330,000 active; inhibition of aptamer binding, % at 10 µM; AID 488847; P25098;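 active = inhibition of aptamer binding above 40%, roughly 3 SD of noise, on plates passing a quality check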;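 note: median bead fluorescence of bound FAM aptamer so fluorescent compounds give negative values; no value below 0 was filed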
PP1 counter – counter-screen for PP5 inhibitors: inhibitors of human PP1-alpha; P62136; purified PP1alpha, OMFP fluorescence; inhibition, % at 6.7 µM; 0.9% of 320,000 active; AID 2235;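 active = inhibition above the mean inhibition of all tested compounds plus 3 SD, computed separately for each screening campaign, cut at about 15% in these data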
Target sequence (P62136 whole entry, looked up): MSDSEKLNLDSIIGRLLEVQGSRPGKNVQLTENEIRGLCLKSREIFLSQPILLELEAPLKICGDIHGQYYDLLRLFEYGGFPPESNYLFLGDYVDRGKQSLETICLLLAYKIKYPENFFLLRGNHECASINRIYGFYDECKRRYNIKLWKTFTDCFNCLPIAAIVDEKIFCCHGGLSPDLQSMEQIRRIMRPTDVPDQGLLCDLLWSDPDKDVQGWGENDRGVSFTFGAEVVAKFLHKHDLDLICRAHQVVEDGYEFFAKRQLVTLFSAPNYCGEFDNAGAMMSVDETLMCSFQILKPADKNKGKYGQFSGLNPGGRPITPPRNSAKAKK
PP5 inh – inhibitors of human protein phosphatase 5 (PP5); P53041; purified PP5c, OMFP substrate fluorescence; inhibition, % at 6.7 µM; 0.18% of 320,000 active; AID 1987;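 active = inhibition above the campaign's mean inhibition across all tested compounds plus 3 SD, cut at about 9.5% in these data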;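 note: 0% = DMSO only and 100% = 100 µM cantharidin control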
Target sequence (P53041 whole entry, looked up): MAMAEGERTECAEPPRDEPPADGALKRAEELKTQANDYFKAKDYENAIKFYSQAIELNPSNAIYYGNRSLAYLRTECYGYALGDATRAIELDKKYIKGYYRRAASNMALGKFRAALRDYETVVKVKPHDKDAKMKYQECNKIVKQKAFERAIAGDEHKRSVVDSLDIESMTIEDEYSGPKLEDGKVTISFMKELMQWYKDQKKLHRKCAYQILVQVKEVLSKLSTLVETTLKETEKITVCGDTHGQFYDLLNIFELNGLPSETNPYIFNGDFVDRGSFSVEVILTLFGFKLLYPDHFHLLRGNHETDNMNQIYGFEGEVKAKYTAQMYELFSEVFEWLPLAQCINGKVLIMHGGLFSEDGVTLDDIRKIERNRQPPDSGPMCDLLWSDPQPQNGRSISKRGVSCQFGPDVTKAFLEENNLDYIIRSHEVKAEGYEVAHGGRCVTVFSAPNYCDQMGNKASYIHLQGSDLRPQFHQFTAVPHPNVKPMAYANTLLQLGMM
proCasp3 act – activators of human procaspase-3; P42574; AID 463141; 0.11% of 330,000 active; activation, % at 8.5 µM; recombinant procaspase-3 D3A, Ac-DEVD-pNA absorbance 405 nm;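 active = activation above the mean of all tested compounds plus 3 SD, cut at about 21% in these data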;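 note: 0% = DMSO alone and 100% = DMSO wells spiked with extra 5 µM PC-3 D3A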
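Compound: 8.5 µM single point, 0.8% DMSO / Material: Autoprocessing-dead procaspase-3 D3A mutant enzyme / Timing: 1 h preincubation plus 2 h reaction at 25 °C / Medium: Zinc-free HEPES/NaCl buffer with 0.01% Triton X-100 at pH 7.4 / Technique: 405 nm absorbance of p-nitroaniline, reads at 0 and 120 min / Repeats: one well per compound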
HCV core dimer – blocks dimerization of HCV core protein. TR-FRET GST/Flag-core106 dimerization, 1536-well. inhibition, % at 5 µM. 0.33% of 300,000 active;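 active = inhibition above the mean of all tested compounds plus 3 SD, set per screening campaign, cut at about 45% in these data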
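test system = GST/Flag-tagged HCV core106 proteins | probe or stimulus = Eu donor and XL665 acceptor anti-tag antibodies | times = compound-protein-antibody incubation 4 h at 22.5 °C | signal = TR-FRET, excitation 340 nm, emission 617 and 671 nm | measure = percent inhibition of core106 dimerization signal | controls = wells lacking GST-core106 and wells with excess unlabelled core106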
JMJD2C inh – blocks human GASC-1 demethylase activity | 0.069% of 330,000 active | inhibition, % at 2.35 µM | GST-JMJD2C(1-420) H3K9me3 demethylation, DELFIA europium | Q9H3R0;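 active = more than half of a compound's replicate wells show inhibition beyond 50%, single wells judged on their own value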;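 note: signal counts dimethyl H3K9 product captured on neutravidin plate; 0% = median of DMSO wells and 100% = 0.3 times that DMSO median; strong numbers were not always called active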
* marks the source's active call; other numbers are inactive results; x = no result given; & = joins results of further samples.

SMILES	Fh CTSL1 inh	VLA-4 inh	proCasp7 act	GRK2 inh	PP1 counter	PP5 inh	proCasp3 act	HCV core dimer	JMJD2C inh
COc1ccc2nc(-c3ccccc3)[nH]c2c1	-1	-18	7	0	-2	2.4	0	-1	1
COc1cccc(CNC(=O)COC(=O)c2c(C)nn(-c3ccccc3)c2Cl)c1	x	-15	-9	0	3	1.5	4	x	2
COc1ccccc1/C(O)=C(\C#N)c1nc2ccccc2[nH]1	-1	2	6	6	-3	0.3	-5	-9	5
O=S(=O)(Cc1ccccc1)N1CCC(N2CCN(c3ccccc3)CC2)CC1	-1	3	-17	0	-6	3.1	-7	1	-3
COc1ccc(C(=O)Nc2ccc(C)c(S(=O)(=O)N3CCCCCC3)c2)cc1	-17	-3	-2	4	-1	2.6	-5	14	0
O=C(O)c1ccc(S(=O)(=O)NC2CCCc3ccccc32)cc1 (stereo not drawn)	-2	0	6	0	2	2.5	-6	-4	27
CC(C)(C)c1cc[n+](-c2[nH]c(=O)sc2/C=N/N=C(\[O-])c2cccnc2)cc1	10	7	-4	3	-3	-0.8	-8	-12	-4
Cc1cc(C)c2c3c(sc2n1)C(=O)N(Cc1ccccc1)CC(=O)N3	-4	3	-4	0	7	0.0	-8	2	-3
COc1ccc(N=C2SCC(=O)N2CCc2ccc(OC)c(OC)c2)cc1	1	5	2	1	-3	-0.5	12	1	-26
Cc1ccc2c(c1)c1c3n2CCN(CCC(=O)O)C3CCC1 (stereo not drawn)	-1	7	1	1	3	-0.3	7	2	1
Cc1cc(NC(=O)C(C)SCC(=O)OC(C)C(=O)Nc2ccccc2C)no1 (stereo not drawn)	-3	-1	-3	4	-3	2.1	-2	-3	-9
COc1ccc(C2(c3ccc(OC)cc3)NC(=O)N(CC(=O)Nc3ccc(C(=O)N(C)C)cc3)C2=O)cc1	-4	-5	6	1	-2	2.2	1	0	-7
CC1Cc2cc(/C(O)=C3/C(=O)C(=O)N(CCN4CCOCC4)C3c3cccc(Cl)c3)ccc2O1 (stereo not drawn)	4	6	-19	0	2	-1.3	6	5	4
CCOC(=O)c1ccc(S(=O)(=O)NCCN(CC)CC)cc1	0	1	0	0	0	2.1	1	-4	-4
CCN(Cc1ccncc1)C(=O)c1ccc2c(c1)S(=O)(=O)c1ccccc1C2=O	-5	-5	9	1	3	-0.2	2	-3	0
O=C(Cn1c(=O)n(CC2CCCO2)c(=O)c2ccccc21)c1ccc(Cl)c(Cl)c1 (stereo not drawn)	2	1	15	0	1	2.1	5	3	-25
Cc1cccc(C)c1NC(=O)CN(C)C(=O)c1ccc(NS(=O)(=O)c2ccc3[nH]c(=O)[nH]c3c2)cc1	6	-6	14	0	-3	-1.0	0	-3	5
O=C(Oc1ccc(NC(=O)c2cc3c(cc2Br)OCO3)cc1)c1ccccc1	6	-35	-8	1	4	-0.5	2	2	16
CN(Cc1ccccc1)C(=O)C1CCN(S(=O)(=O)c2ccc(-n3cnnn3)cc2)CC1	-3	9	-3	1	0	0.9	9	5	-3
COc1ccc(SCc2noc(C(=O)NCC3CCCO3)c2C(=O)O)cc1 (stereo not drawn)	0	x	6	x	-5	-1.5	0	10	-11
Nc1nonc1-c1nc2ccccc2n1Cc1ccc(F)cc1Cl	2	-39	-4	0	2	0.6	9	-2	-28
N#Cc1ccc(Nc2nc(-c3ccc(O)cc3O)cs2)cc1C(F)(F)F	x	0	-2	3	6	4.9	0	x	-1
CCOC(=O)c1cc2c(ccn2C)n1CC(=O)N1CCN(c2ccccc2)CC1	4	-10	5	1	-6	4.8	1	1	-9
COc1cc(CNCCNC(=O)c2nonc2N)ccc1OCc1ccc(Cl)nc1	-6	13	-1	0	-5	-1.9	-1	-1	34
CC(C)Oc1cc(NC(=O)CS(=O)(=O)CC(=O)N(C)C)c(Cl)cc1Cl	-2	6	-5	0	-1	2.7	4	-4	-1
O=[N+]([O-])c1ccc(Oc2cccc(F)c2)c2ccncc12	3	17	1	2	-2	3.7	-2	7	0
O=C(NCCN1CCN(C(=O)c2ccc(Br)cc2)CC1)c1ccc(Br)cc1	0	-2	0	0	-5	2.3	10	8	2
Cc1ccc(OCc2cc(C(=O)N(C)Cc3cc(C4CC4)n[nH]3)no2)cc1C	1	0	2	0	-2	0.8	9	1	2
O=C(CC(=O)N/N=C/c1ccc(C(=O)O)cc1)NCCc1ccccc1	-5	12	3	0	2	1.6	6	12	12
COc1cccc(CNc2nc3ccc(C)cc3n3cnnc23)c1	0	4	11	0	-4	-0.7	4	4	-9

Some values from the results shown:
CC(C)Oc1cc(NC(=O)CS(=O)(=O)CC(=O)N(C)C)c(Cl)cc1Cl in proCasp3 act has 4
Cc1ccc(OCc2cc(C(=O)N(C)Cc3cc(C4CC4)n[nH]3)no2)cc1C in GRK2 inh has 0

Whole records from above.
Listed for O=C(NCCN1CCN(C(=O)c2ccc(Br)cc2)CC1)c1ccc(Br)cc1 = Fh CTSL1 inh: 0; VLA-4 inh: -2; proCasp7 act: 0; GRK2 inh: 0; PP1 counter: -5; PP5 inh: 2.3; proCasp3 act: 10; HCV core dimer: 8; JMJD2C inh: 2
Listed for Nc1nonc1-c1nc2ccccc2n1Cc1ccc(F)cc1Cl = Fh CTSL1 inh: 2; VLA-4 inh: -39; proCasp7 act: -4; GRK2 inh: 0; PP1 counter: 2; PP5 inh: 0.6; proCasp3 act: 9; HCV core dimer: -2; JMJD2C inh: -28

As a working copy, part of the list above:
SMILES	Fh CTSL1 inh	VLA-4 inh	proCasp7 act	GRK2 inh	PP1 counter	PP5 inh	proCasp3 act	HCV core dimer	JMJD2C inh
O=C(CC(=O)N/N=C/c1ccc(C(=O)O)cc1)NCCc1ccccc1	-5	12	3	0	2	1.6	6	12	12
COc1cccc(CNc2nc3ccc(C)cc3n3cnnc23)c1	0	4	11	0	-4	-0.7	4	4	-9

Continuation.
SMILES	Fh CTSL1 inh	VLA-4 inh	proCasp7 act	GRK2 inh	PP1 counter	PP5 inh	proCasp3 act	HCV core dimer	JMJD2C inh
c1ccc(COc2ccc(OCCCCN3CCCCC3)cc2)cc1	2	2	5	0	-7	2.4	-5	3	-10
O=C(Nc1ccsc1C(=O)O)c1cccc(C(F)(F)F)c1	3	40	4	1	-4	-0.8	-3	0	-1
Cc1cc(F)ccc1N1CCC(N2CCN(CCC(C)C)C(CCO)C2)CC1 (stereo not drawn)	-6	5	7	0	1	-1.8	-12	9	14
CN(C)c1ccc(N2[C@@H](CC(=O)O)c3cc(C(F)(F)F)ccc3S2(=O)=O)cc1	-4	-9	-2	0	6	1.5	1	-16	8
Cc1cc(-c2ccccc2)nc(SCc2ccc(C(=O)O)o2)n1	5	8	-8	1	-2	3.9	-5	10	-13
Cc1ccc(N2CCN(C(=O)c3ccccc3)CC2)c(C)c1	3	10	2	1	0	-0.6	5	0	1
COC(=O)c1sccc1NC(=O)CCC1CCCCC1	3	0	-1	0	-1	-0.9	11	-1	8
CC(=O)N1C(=O)C2(C(C#N)=C(N)Oc3cc(C)oc(=O)c32)c2ccccc21 (stereo not drawn)	0	0	8	0	-1	0.9	5	-2	3
COc1ccc(S(=O)(=O)NCCC(C)C)cc1OC	1	20	-7	0	-2	0.4	7	-2	3
CC(C)NC(=O)Cn1cc(C(=O)C(=O)N2CCOCC2)c2ccccc21	2	4	9	0	-1	0.5	-7	-5	3
COc1cccc(OC)c1C(=O)NC(C)C12CC3CC(CC(C3)C1)C2 (stereo not drawn)	-1	-18	9	1	1	0.5	-4	6	-3
O=C(c1ccc(F)cc1)N1CCN2C(=O)c3ccccc3C12c1ccc(Cl)cc1 (stereo not drawn)	1	5	2	0	-1	-0.8	-2	3	-2
CC(C)CC(c1nnnn1Cc1cccs1)N1CCN(c2nc3ccccc3s2)CC1 (stereo not drawn)	5	4	-11	2	4	3.0	2	6	-22
O=c1c2[nH]c3ccc(F)cc3c2ncn1Cc1ccncc1	1	3	8	1	-6	-1.4	0	1	0
COc1ccc(C(=O)CSc2nnc(COc3ccc(C#N)cc3)n2-c2ccccc2)cc1	7	0	-6	0	-4	7.7	-2	5	44
Cc1ccc(C(=O)C[n+]2ccccc2C)cc1[N+](=O)[O-]	-1	10	3	0	-3	-2.8	2	4	-6
CCOC(=O)c1c(-c2ccc(C)o2)csc1NC(=S)NC(=O)c1cccs1	4	11	-19	x	1	0.8	-19	13	-2
COc1ccc(N2CC(O)=C(c3n(C)c4ccccc4[n+]3C)C2=N)cc1	-1	-3	-3	0	-2	-0.5	1	-6	7
Cn1c(SCC(=O)Nc2ccccc2F)nnc1-c1ccc(S(=O)(=O)N2CCOCC2)cc1	-6	2	1	3	-1	-0.5	-5	-2	-21&5
N#Cc1ccccc1S(=O)(=O)N1CCN(C(=O)CCC2CCCC2)CC1	x	8	2	0	-3	1.8	-2	x	-2
Cc1ccc(C(=O)O/N=C(\N)c2cccnc2)cc1[N+](=O)[O-]	3	3	2	2	-2	0.9	3	0	-8
COCCCNc1c2c(nc3nnnn13)CCCC2	2	2	0	3	1	-2.9	-3	-1	21
Nc1ccccc1Oc1ncc(C(F)(F)F)cc1Cl	5	9	-7	2	-2	2.2	-9	1	3
CCc1ccc(NC(=O)CCc2ccc(C)o2)cc1	-4	-3	-2	1	3	0.5	-2	-10	11
Cc1ccc(NC(=O)c2ccc3c(c2)OCCO3)nc1	5	10	1	1	-1	-0.8	0	1	-16
O=C(NC1CCC(c2ccccc2)CC1)c1cccnc1 (stereo not drawn)	3	6	-9	0	-1	1.1	-4	-1	33
CCCc1cc2c(cc1NS(=O)(=O)c1ccc(CCNC(C)=O)cc1)OCO2	2	10	-2	0	-6	11*	0	-5	3
COc1ccccc1-c1ccc(SCc2cccc(C)c2)nn1	-2	10	7	3	4	0.7	5	3	-7
CCOc1ccc(CC2S/C(=N/N=C/c3ccco3)NC2=O)cc1 (stereo not drawn)	2	-6	-5	2	14	3.9	-3	2	-7
COc1cc([C@H](Cc2ccccc2)NC(C)=O)oc(=O)c1	1	-7	0	6	-2	1.7	2	3	45
NC(=O)C1CCN(Cc2nc(-c3cccs3)no2)CC1	-4	7	6	1	-2	-1.1	9	2	3
Cc1ccc(NC(=O)/C=C2\NC(=O)CS2)cc1	7	-14	5	10	2	-0.2	0	-25	-5
COc1ccc(OC)c2c1sc(=NC(=O)C1CCCCC1)n2C	-3	3	6	0	2	-1.1	3	16	2
CCCc1cc(=O)[nH]c(SCC(=O)N2CCC(C)CC2)n1	-2	-1	6	0	-8	0.4	-7	5	5
Cc1nc(SCc2ccccc2)c([N+](=O)[O-])[nH]1	-4	19	-2	1	1	0.7	6	-6	-3
C=CCn1c(SCc2cccc(OC)c2)nnc1-c1ccncc1	-5	0	9	0	-2	-1.6	8	1	34
Cc1ccc(Cc2cnc(NC(=O)C3CCCO3)s2)cc1 (stereo not drawn)	1	27	-1	0	0	2.6	5	4	0
Cc1ccc2cccc(S(=O)(=O)Nc3c(C)n(C)n(-c4ccccc4)c3=O)c2n1	0	12	0	5	0	2.2	4	2	6
